Screening data (PubChem)
Yp Topo-I inh: Yersinia pestis topoisomerase I inhibitors, primary screen, biochemical, cleavage product accumulation, plate reader, single point | DNA topoisomerase I (Yersinia pestis CO92) | Y. pestis Topo-I cleavage product accumulation | activity, % at 10 µM | 360,000 compounds, 0.064% hits | AID 504884, 2011; in the data active = activity above about 50%, passing the limit was not always enough; inconclusive = no clear call, values can overlap the other calls; note: inactives centre near 2
Rv3671c protease: Rv3671c serine protease inhibitors, primary screen, biochemical, fluorescence polarization, M. tuberculosis H37Rv; P9WHR9; inhibition, % at 5.96 µM; 320,000 compounds, 0.048% hits; in the data active = inhibition above about 38%;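 note: extracellular domain of Rv3671c used as enzyme; 0% = enzyme with DMSO and 100% = no enzyme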
Target sequence (P9WHR9 whole entry, looked up, the tested form may be a part): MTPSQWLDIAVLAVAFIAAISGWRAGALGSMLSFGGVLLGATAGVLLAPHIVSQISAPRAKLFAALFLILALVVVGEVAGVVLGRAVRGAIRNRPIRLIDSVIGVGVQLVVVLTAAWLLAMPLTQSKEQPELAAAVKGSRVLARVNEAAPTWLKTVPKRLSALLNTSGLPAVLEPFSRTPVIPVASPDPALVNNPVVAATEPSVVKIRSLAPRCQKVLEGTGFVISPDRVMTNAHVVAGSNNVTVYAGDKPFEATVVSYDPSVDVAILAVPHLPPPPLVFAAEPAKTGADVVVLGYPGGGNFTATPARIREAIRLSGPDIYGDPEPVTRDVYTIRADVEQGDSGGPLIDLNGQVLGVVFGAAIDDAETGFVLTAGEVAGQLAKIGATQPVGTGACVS
SSB-PriA inh: inhibitors of Klebsiella pneumoniae PriA binding to SSB C-terminal tail, primary screen, biochemical, AlphaScreen; inhibition, % at 33 µM; AID 1272365, 2023; AlphaScreen SSBct-PriA binding, biotinylated peptide; 430,000 compounds, 0.6% hits; in the data active = inhibition mostly above about 37%, no sharp cut-off; inactive = mostly below about 20%;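 note: plate controls were negative control peptide for no effect and reference peptide for full effect; strong numbers were not always called active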
TcdB GH inh: TcdB glycohydrolase inhibitors, primary screen, biochemical, single point, plate reader; inhibition, % at 9.99 µM; 350,000 compounds, 0.24% hits; AID 652162, 2013; TcdB glycohydrolase enzymatic assay; in the data active = inhibition above about 10%
MazEF act: activators of E. coli MazEF toxin-antitoxin RNase, primary screen, biochemical, fluorescence, uHTS. Endoribonuclease toxin MazF (Escherichia coli (strain K12)), P0AE70. FAM/BHQ RNA-DNA oligo cleavage fluorescence, 5 h. activation, % at 20 µM. 350,000 compounds, 0.32% hits. AID 504720, 2011; in the data active = activation above about 50%
Target sequence (P0AE70 whole entry, looked up): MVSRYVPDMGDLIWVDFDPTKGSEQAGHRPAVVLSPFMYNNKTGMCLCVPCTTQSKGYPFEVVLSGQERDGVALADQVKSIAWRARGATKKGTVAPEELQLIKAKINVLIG
PfHsp40 yeast: rescue of yeast from PfHsp40 toxicity, primary screen, S. cerevisiae, ATP luminescence; S. cerevisiae expressing PfHsp40, growth rescue; growth rescue, % at 12.5 µM; 340,000 compounds, 0.68% hits; AID 504582, 2011; in the data active = growth rescue above about 28%, passing the limit was not always enough; inconclusive = no clear call, values can overlap the other calls;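 note: yeast W303a lacking pdr1 and pdr3 grown in galactose medium; growth measured after three days at 30 °C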
BH1578 lux ind: inducers of Vibrio cholerae quorum light production without autoinducers, primary screen, BH1578 luxS cqsA deficient, single point; V. cholerae BH1578 lux reporter, luminescence, 6 h; activation, % at 18.7 µM; 350,000 compounds, 0.16% hits; in the data active = activation mostly above about 9.7%, no sharp cut-off; inconclusive = no clear call, values can overlap the other calls; inactive = mostly below about 3.7%; note: not every result past the cut was called active; inactives centre near 0; reference of the scale not given here
Anthrax LF prot: Bacillus anthracis LF protease inhibitors, primary screen, biochemical, multiplex microsphere, MLPCN library; Lethal factor (Bacillus anthracis), P15917; multiplex microsphere protease cleavage assay; inhibition, % at 10 µM; 360,000 compounds, 0.12% hits; in the data active = inhibition above about 30%; inconclusive = no clear call, values can overlap the other calls; note: plate controls were buffer without enzyme for full effect and enzyme alone for no effect
DUSP3 inh: VHR1 phosphatase inhibitors, primary screen, biochemical, absorbance, uHTS | recombinant VHR phosphatase, pNPP absorbance | inhibition, % at 13.3 µM | 290,000 compounds, 0.52% hits; in the data active = inhibition above about 50%; note: some compounds called inactive have numbers as strong as hits
Target sequence (P51452 whole entry, looked up): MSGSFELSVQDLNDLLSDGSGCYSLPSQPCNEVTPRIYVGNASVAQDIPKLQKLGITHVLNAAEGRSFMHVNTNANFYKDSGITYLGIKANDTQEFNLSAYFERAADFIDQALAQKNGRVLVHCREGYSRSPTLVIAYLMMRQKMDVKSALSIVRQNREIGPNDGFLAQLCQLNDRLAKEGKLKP
SARS 3CLpro inh: SARS-CoV 3CLpro protease inhibitors, primary screen, biochemical, quenched FRET | 290,000 compounds, 0.14% hits | inhibition, % at 6 µM | recombinant SARS-CoV 3CLpro, quenched FRET peptide cleavage | Replicase polyprotein 1ab (Severe acute respiratory syndrome coronavirus), P0C6X7 | AID 1706, 2009; in the data active = inhibition above about 12%
The depositor's hits bear a star; i = inactive; ? = inconclusive; / = no result given. These rows are one share of the data. The share of hits here may be higher or lower than overall.

Results follow in this order: Yp Topo-I inh	Rv3671c protease	SSB-PriA inh	TcdB GH inh	MazEF act	PfHsp40 yeast	BH1578 lux ind	Anthrax LF prot	DUSP3 inh	SARS 3CLpro inh
- O=C(NCc1ccc2[nH]c3c(c2c1)CCCC3)c1ccc(S(=O)(=O)N2CCCC2)cc1
    -4.1	0.5	-1.0	-0.7	-6.7	1.9	i	-13.1	-7.3	-0.4
- O=C(Nc1c(C(=O)Nc2ccccc2)cnn1-c1ccccc1)c1ccco1
    -5.0	1.4	2.5	-0.9	3.1	-0.6	-0.5	-5.3	6.4	2.6
- CC(Oc1ccccc1)C(=O)N=C1SC2CS(=O)(=O)CC2N1c1ccccc1 (stereo not given)
    -10.7	-5.1	-19.9	2.0	1.9	1.3	i	-1.1	17.8	-1.0
- CC(NS(=O)(=O)c1ccccc1Cl)C1CC2CCC1C2 (stereo not given)
    1.1	-9.2	-12.6	-1.6	-6.5	0.6	-0.2	-3.3	-4.2	0.8
- O=C(c1ccc2c(c1)OCO2)C1CCCN(CC2CCCCC2)C1 (stereo not given)
    7.4	6.5	-8.8	-0.1	4.6	0.9	-0.4	-1.8	17.4	-0.2
- COc1cccc(CN(C)C(=O)c2cccc(S(=O)(=O)N3CCN(c4ccccc4)CC3)c2)c1
    35.8	/	/	0.5	4.8	/	i	-3.3	/	/
- Nc1ccccc1O
    -17.1	-17.5	0.6	/	-17.0	60.3*	0.1	3.7	/	/
- c1ccc(C2CC3CC(c4ccco4)N2O3)cc1 (stereo not given)
    7.8	0.1	-16.3	/	-6.4	-0.8	-0.9	-3.2	16.3	-4.9
- Cc1cccc(N2CCN(C(=O)/C=C/c3ccco3)CC2)c1C
    8.0	3.3	-10.8	0.1	-8.5	0.5	i	-3.9	7.3	3.4
- Cc1nc2scc(-c3ccco3)c2c(=O)n1/N=C/N(C)C
    14.8	-0.4	/	-0.5	4.8	-0.9	-0.5	-4.1	5.0	9.4
- Cn1c(SCC(=O)Nc2ccccc2)nc(O)cc1=O
    -2.3	6.0	-7.8	0.7	5.8	0.7	4.2	0.8	22.8	-2.1
- CC1CN(CC(=O)Nc2nc(-c3ccc(Cl)cc3)cs2)CC(C)O1 (stereo not given)
    3.1	-2.4	2.5	3.3	5.0	0.6	-0.4	5.7	/	1.8
- Cc1onc(NC(=O)c2ccc([N+](=O)[O-])o2)c1Br
    -4.1	1.0	-9.0	-0.1	6.6	?	-0.2	/	13.1	-6.0
- CCc1nnc(NC(=O)[C@@H](NC(=O)c2cc(OC)cc(OC)c2)C(C)C)s1
    -1.8	2.4	-6.3	0.1	-6.3	-0.1	i	-0.8	-6.0	-3.0
- COc1cccc(C(C(=O)NC(C)(C)C)N(C(=O)CCC(=O)Nc2cc(C)on2)C2CC2)c1OC (stereo not given)
    3.0	-0.5	-5.5	/	3.1	2.9	-1.6	-2.0	26.7	-7.0
- COCCn1c(C)cc(C(=O)COC(=O)c2cncc(Br)c2)c1C
    1.0	-11.4	-31.8	0.7	-11.5	0.8	6.7	-0.7	-4.5	-1.4
- CCn1c(COc2cccc(C)c2)nnc1SCC(=O)CC(=O)Nc1ccccc1OC
    5.5	-23.3	-12.8	/	-10.6	0.6	-0.4	?	33.4	7.0
- Cc1cccn2c(=O)c3cc(C(=O)N4c5ccccc5CC4C)n(C)c3nc12 (stereo not given)
    -5.7	0.4	-1.3	/	-10.9	-0.7	-0.1	2.9	2.7	-0.2
- CC(C)(C)OC(=O)N[C@H](C(=O)OC(C)(C)C)c1ccc2ccccc2c1
    -1.4	6.2	-9.4	2.5	-0.7	-1.1	i	-6.9	/	/
- CCOC(=O)c1c(C)[nH]c2c1cc(O)c1ccccc12
    -20.2	2.3	9.8	-0.4	14.7	-2.0	1.0	-2.3	-16.1	0.0

Entries of single compounds, quoted from the list. Values in the order: Yp Topo-I inh, Rv3671c protease, SSB-PriA inh, TcdB GH inh, MazEF act, PfHsp40 yeast, BH1578 lux ind, Anthrax LF prot, DUSP3 inh, SARS 3CLpro inh
Profile of Cn1c(SCC(=O)Nc2ccccc2)nc(O)cc1=O → -2.3, 6.0, -7.8, 0.7, 5.8, 0.7, 4.2, 0.8, 22.8, -2.1
Profile of CC(C)(C)OC(=O)N[C@H](C(=O)OC(C)(C)C)c1ccc2ccccc2c1 → -1.4, 6.2, -9.4, 2.5, -0.7, -1.1, i, -6.9, /, /

Continuation.
Results follow in this order: Yp Topo-I inh	Rv3671c protease	SSB-PriA inh	TcdB GH inh	MazEF act	PfHsp40 yeast	BH1578 lux ind	Anthrax LF prot	DUSP3 inh	SARS 3CLpro inh
- COc1ccc(-c2cnc3c(NC(C)=O)cc(-c4ccccc4OC)cn23)cc1OC
    30.2	/	/	-1.1	/	/	-0.2	-11.4	/	/
- O=C(c1ccc(OCC2CCCO2)cc1)N1CCN(S(=O)(=O)c2cccc(F)c2)CC1 (stereo not given)
    -3.5	/	-13.8	-4.2	0.7	0.3	-0.3	-0.7	/	/
- COc1cccc(CC2(CO)CCN(C(=O)NC3CCCCC3)CC2)c1
    -5.4	10.6	-16.8	-0.3	-0.6	0.8	-0.2	-1.0	9.1	1.4
- Cc1cccc(N2CN=c3s/c(=C\c4ccccn4)c(=O)n3C2)c1
    -5.4	-2.8	-9.4	1.6	2.1	0.0	-0.9	/	40.5	-6.3
- O=S1(=O)N=C(Nc2ccc(S(=O)(=O)N3CCCCC3)cc2)c2ccccc21
    -0.5	-43.4	-28.0	/	-0.7	-1.4	-0.9	0.0	53.4*	1.0
- CCCN(C(=O)c1ccco1)c1nnc(-c2ccncc2)s1
    -4.6	-4.5	-15.0	/	3.4	-0.1	/	-0.5	31.2	-0.4
- CC(=O)NCCc1ccc(C(=O)COC(=O)C2CCCCC2)cc1
    2.2	-0.8	-12.0	2.1	5.5	2.9	-2.9	-3.1	/	/
- O=c1oc2ccccc2c(NC2CCCCC2)c1NS(=O)(=O)c1ccc(F)cc1
    9.1	-5.4	6.8	0.8	4.5	0.0	0.4	2.9	23.2	6.4
- CCN1CCN(C(=O)c2sc3nc(C)nc(N4CCC(C)CC4)c3c2C)CC1
    30.8	8.7	-4.4	/	8.7	0.0	-0.2	-4.2	15.5	-0.2
- CCN(C(=O)COC(=O)/C=C/c1cccc(Br)c1)C1CCS(=O)(=O)C1 (stereo not given)
    7.5	1.8	-0.3	1.5	3.9	-0.1	-0.7	-2.6	0.3	-2.5
- Cc1noc(/C=C/c2ccco2)c1S(=O)(=O)N1CCC(C(=O)N2c3ccccc3CC2C)CC1 (stereo not given)
    -7.7	-21.2	-3.4	/	-17.1	0.6	-0.5	-9.9	21.3	-4.3
- N#Cc1c(-c2ccco2)nc(NCC2CCCO2)[nH]c1=O (stereo not given)
    -6.9	-1.5	-18.7	/	-2.2	-0.5	i	-3.2	7.1	-0.1
- CCc1ccc2oc(-c3cc(N=Cc4cccc(OC)c4O)ccc3O)nc2c1
    /	0.8	-1.0	/	8.8	/	/	/	7.2	-2.5
- Cc1ccc2nc(-c3ccsc3)c(NC3CCCC3)n2c1
    2.8	3.9	0.7	0.1	14.2	-0.5	-0.5	-9.4	-10.7	-0.6
- COc1ccccc1NC(=O)C1CCOC1=O (stereo not given)
    5.3	5.3	4.4	1.1	5.7	/	-0.6	12.2	/	/
- Nc1ccc2nc(-c3ccc(-c4nc5ccc(N)cc5[nH]4)cc3)[nH]c2c1
    /	38.7*	-14.4	3.2	-7.2	/	/	/	-41.0	-17.5
- COc1ccc(-c2ccc(CCC(=O)O)n2CC2CCCO2)cc1 (stereo not given)
    -8.3	-16.9	-0.8	0.1	-15.1	-0.3	-0.8	0.0	-0.5	-0.8
- CC(C)(C)OC(=O)C[C@@H]1C/C=C\C[C@@H](CC(=O)N[C@H](CO)Cc2ccccc2)C(=O)NCCOC1=O
    1.4	7.0	-13.6	-1.0	0.9	-0.2	-0.5	-1.8	/	/
- CN1C(=O)C2(OCC(C)([N+](=O)[O-])CO2)c2ccccc21 (stereo not given)
    1.0	6.4	2.7	-5.4	-0.5	-1.3	-0.5	-4.2	1.8	1.1
- S=c1[nH]nc(-c2ccccc2)n1/N=C/c1cccs1
    -0.6	-8.3	/	-0.3	-5.3	1.3	1.5	-2.5	-11.5	2.5
- N#Cc1ccccc1S(=O)(=O)N1CCNS(=O)(=O)c2ccccc21
    6.7	/	-0.1	0.1	1.2	-0.1	i	1.9	/	/
- Cc1cc(NC(=O)CSc2ccc(-c3ccccc3)nn2)no1
    6.5	-4.1	-23.1	/	-9.1	-2.0	-0.3	7.7	39.6	-0.1
- COc1cccc(C2C3=C(CC(C)(C)CC3=O)Nc3cc4c(cc32)OCO4)c1 (stereo not given)
    -2.4	3.2	2.7	-1.6	-2.9	-1.1	-0.2	9.1	6.5	-1.4
- CC(C)C(NS(=O)(=O)c1cccc(C(F)(F)F)c1)C(=O)NCc1cccs1 (stereo not given)
    -6.2	2.0	-5.8	0.1	-2.0	0.7	i	4.5	/	/
- COc1ccc(NC(=O)CCN2C(=O)c3ccccc3C2=O)c(OC)c1
    -5.5	-0.3	5.8	0.2	-31.2	0.2	i	-3.1	-27.5	-0.7
- COc1cc2ccccc2cc1C(=O)NCCCN1CCOCC1
    -2.6	-4.4	-26.8	1.0	-6.4	0.3	-0.3	/	/	/
- COc1cc(OC)cc(-c2sc3ccc(OC)cc3c2-c2ccc(OCCN3CCOCC3)cc2)c1
    23.0	/	-0.7	/	14.8	3.2	i	-3.1	/	/
- C/C(=N\NC(=S)Nc1c(C)cccc1C)c1cc2ccccc2o1
    7.1	1.3	/	0.6	-10.8	1.9	-0.3	-1.0	-11.0	1.9
- CC(C)C(C(=O)NC1CCCC1)N(CC1CCCO1)C(=O)CNS(=O)(=O)c1ccc(F)cc1 (stereo not given)
    0.1	1.4	-7.2	0.1	6.3	-0.4	0.6	7.0	7.4	-1.8
- Cc1ccc(S(=O)(=O)N2CCOCC2)cc1-c1n[nH]c(=S)n1-c1ccccc1
    -2.1	-1.6	-0.9	-0.7	8.1	-0.3	3.9	/	/	/
- COC(=O)COc1cc(C)cc2oc(=O)c3c(c12)CCCC3
    1.0	3.4	-1.6	-0.3	-0.1	2.2	1.7	-1.6	17.8	-1.9
- N#C/C(=C\c1ccc[nH]1)C(=O)c1ccccc1
    9.1	1.1	-8.2	1.1	-16.0	1.0	-0.5	-19.0	27.1	0.6
- CC1(C)Cc2c(sc(NC(=O)c3ccc4c(c3)OCCO4)c2C(N)=O)C(C)(C)N1
    -2.2	11.1	3.9	1.6	8.3	1.1	-0.4	-5.4	22.6	2.1
- Cc1cccc(C)c1OCc1cc(C(=O)N2CCN(C3CCCC3)CC2)no1
    27.3	-4.2	-1.0	0.2	-5.9	1.8	-0.1	-3.0	-5.4	0.5
- CCOc1cc(/C=N/NC(=O)c2ccc(CN3CCOCC3)cc2)ccc1OCc1ccccc1
    12.1	-11.4	/	/	21.9	-0.6	-0.3	4.8	-3.8	0.6

In the list so far, 2 have a Cl atom:
Results follow in this order: Yp Topo-I inh	Rv3671c protease	SSB-PriA inh	TcdB GH inh	MazEF act	PfHsp40 yeast	BH1578 lux ind	Anthrax LF prot	DUSP3 inh	SARS 3CLpro inh
- CC(NS(=O)(=O)c1ccccc1Cl)C1CC2CCC1C2 (stereo not given)
    1.1	-9.2	-12.6	-1.6	-6.5	0.6	-0.2	-3.3	-4.2	0.8
- CC1CN(CC(=O)Nc2nc(-c3ccc(Cl)cc3)cs2)CC(C)O1 (stereo not given)
    3.1	-2.4	2.5	3.3	5.0	0.6	-0.4	5.7	/	1.8
